Source: PubChem
KAT2A inh = GCN5L2 (KAT2A) acetyltransferase inhibition | Q92830 | GCN5L2 HAT assay, ThioGlo1 CoA-SH fluorescence | Potency, µM (series often up to 58.9 µM), for inactives: at the top dose activity change, negative = inhibition, usual class: inhibitors | hit rate 0.21% among 390,000
Target sequence (Q92830 whole entry, looked up): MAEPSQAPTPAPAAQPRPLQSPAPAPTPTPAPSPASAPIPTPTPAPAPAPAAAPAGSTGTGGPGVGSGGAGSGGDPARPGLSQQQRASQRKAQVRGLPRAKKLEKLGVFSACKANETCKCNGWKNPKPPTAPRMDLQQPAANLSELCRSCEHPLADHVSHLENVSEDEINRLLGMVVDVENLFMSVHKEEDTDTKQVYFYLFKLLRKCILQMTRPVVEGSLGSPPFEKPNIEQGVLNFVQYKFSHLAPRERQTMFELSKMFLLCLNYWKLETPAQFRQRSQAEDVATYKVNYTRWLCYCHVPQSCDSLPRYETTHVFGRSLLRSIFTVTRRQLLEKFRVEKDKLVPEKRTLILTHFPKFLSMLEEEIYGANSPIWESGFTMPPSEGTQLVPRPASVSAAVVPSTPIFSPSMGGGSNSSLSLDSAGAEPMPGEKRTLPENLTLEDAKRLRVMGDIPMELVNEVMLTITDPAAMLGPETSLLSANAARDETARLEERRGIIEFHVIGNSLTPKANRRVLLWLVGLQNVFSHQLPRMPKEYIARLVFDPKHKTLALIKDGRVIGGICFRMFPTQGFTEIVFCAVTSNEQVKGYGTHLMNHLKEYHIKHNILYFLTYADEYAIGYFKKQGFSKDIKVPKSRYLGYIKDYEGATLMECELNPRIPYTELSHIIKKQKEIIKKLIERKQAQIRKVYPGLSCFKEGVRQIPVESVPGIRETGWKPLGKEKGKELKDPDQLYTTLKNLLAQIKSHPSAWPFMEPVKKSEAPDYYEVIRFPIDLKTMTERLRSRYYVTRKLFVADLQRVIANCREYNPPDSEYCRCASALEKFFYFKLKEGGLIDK
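GCN5L2 (20 nM) in 50mM HEPES pH 7.5, 0.1mM EDTA, 0.01% Tween-20 preincubated 15 min with compounds at room temperature. Reaction started with H3(1-25) 75uM, acetyl-CoA 70uM, ThioGlo1 50uM; CoA-thiol fluorescence (Ex340/Em540) read at 0 and 20 min.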
TDP1 cell noCPT = qHTS for Inhibitors of human tyrosyl-DNA phosphodiesterase 1 (TDP1): qHTS in cells in absence of CPT. hit rate 15% among 420,000. Potency, µM (highest dose often 46.2 µM), for inactives: top-dose activity change, negative = growth inhibition, hits mostly inhibitors. DT40 Tdp1-/- hTDP1 cells, no CPT, ATP luminescence, 48 h; further: nearly all actives have a fitted effect of over 55% in size
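Luminescent ATP content (CellTiter-Glo) served as the growth readout. Knockout chicken DT40 cells expressing human TDP1 were exposed to compounds without camptothecin for a minimum 48 hr at 37 °C.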
TDP1 cell CPT = DT40-hTDP1 cell growth loss with CPT | chicken DT40 Tdp1-/-;hTDP1 cells + 20 nM CPT, ATP luminescence, 48 h | Potency, µM (top dose mostly 46.2 µM), without a hit: top-dose activity change, negative = growth inhibition, actives largely listed as inhibitors | hit rate 12% among 420,000 | AID 686979; further: nearly all actives have a fitted effect of over 55% in size
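Chicken DT40 Tdp1-/- cells stably complemented with human TDP1 were seeded at 400 cells/well in medium containing 20 nM camptothecin, exposed to pin-transferred compounds, and grown at 37 °C for at least 48 hr. Viability was read as ATP luminescence.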
Numbers without * were called inactive; u = inconclusive; x = no result given; & = joins results of further samples; [ ] = dose if it differs, or a comment. The call rests on the fitted dose curve; in most records, active means well fitted curve in the direction sought with a large enough effect; inconclusive means small, poorly fitted or top-dose-only effect, or another doubt; inactive means no such curve, though single readings can be large; an effect the other way counts as inactive or inconclusive. On the % scale 0 is the no-effect control and ±100 the full control effect; potency means the concentration at half of the fitted maximal effect.

SMILES | KAT2A inh | TDP1 cell noCPT | TDP1 cell CPT
O=C(CN1C(=O)S/C(=C\c2ccccc2Cl)C1=O)NC1C=CS(=O)(=O)C1 (stereo not given) | -23% | u | u
COc1ccc(CCN(C)Cc2nc(Cc3ccc(OC)c(OC)c3)no2)cc1OC | -27% | u | u
CC1(C(=O)NCCC(F)(F)F)Cc2c(-c3cccc(C(F)(F)F)c3)ccnc2O1 (stereo not given) | x | 3.3µM* | 4.6µM*
CC1(C(=O)NS(=O)(=O)C2CC2)CCCN(C(=O)c2cccc(Cl)c2)C1 (stereo not given) | x | 1.5µM* | 7.3µM*
Cc1ccc(NN2C(=O)C=C(c3ccc(Cl)cc3)C2=O)cc1 | 1% | 4.1µM* | 5.8µM*
Cc1ccc(-c2nnn(CC(=O)N(CCCO)C(C(=O)NC3CCCC3)c3ccc(F)cc3)n2)o1 (stereo not given) | -4% | u | -13%
Cc1cc(C(=O)COC(=O)c2n[nH]c3ccccc23)c(C)n1CC1CCCO1 (stereo not given) | -13% | u | -19%
COc1ccc(CN2CCN(Cc3cc4ccccc4o3)CC2CCO)c(F)c1 (stereo not given) | -2% | -27% | u
CC1CC(C)CN(C(=O)COC(=O)c2cc([N+](=O)[O-])ccc2N2CCOCC2)C1 (stereo not given) | -19% | -20% | -24%
O=C1c2ccccc2NC(c2ccccc2)N1Cc1ccccc1 (stereo not given) | x | -8% | -4%
O=S(=O)(c1ccccc1)c1nc(Cc2ccccc2)oc1N1CCOCC1 | -5% | -22% | 2%
CN(C)Cc1cc(OCc2ccccc2)cc(CN(C)C)c1O | x | 5% | 5%
CCOC(=O)C1=CN(CC2CCCO2)C=C(C(=O)OCC)C1c1ccccc1C(F)(F)F (stereo not given) | -17% | 18µM* | u
Cn1c(=O)c2c(C(=O)O)cc(-c3ccccc3)nc2n(Cc2ccccc2)c1=O | 0% | 9% | -1%
CCOc1ccc(N2C(=O)CC(S/C(N)=N/N=C/c3cccs3)C2=O)cc1 (stereo not given) | 4% | -7% | 12%
COc1ccc(C(C(=O)NC2CCCCC2)N(C(=O)Cc2c[nH]c3ccccc23)c2ccc(NC(C)=O)cc2)cc1OC (stereo not given) | 2% | -25% | u
O=C(Nc1ccc(F)c(Cl)c1)c1csc([C@@H]2C[C@H](O)[C@@H](CO)O2)n1 | x | -26% | u
COc1ccc(C(=O)c2nc3c(n2O)CCCCC3)cc1 | -10% | -8% | -11%
CC(=O)c1cnc(Oc2cc(Cl)ccc2Cl)nc1C | 0% | 3% | 15%
CC12CCC(C(=O)N(CC(O)CN3CCCCCC3)C1=O)C2(C)C (stereo not given) | -2% | 20% | 2%
CCOC(=O)c1ccc(S(=O)(=O)N2CCN(C(=O)c3cccc(S(=O)(=O)N4CC(C)OC(C)C4)c3)CC2)cc1 (stereo not given) | x | 9.2µM* | 16µM*
Cc1oc2c(c(C)cc3oc(=O)c(CC(=O)NCCC(=O)O)c(C)c32)c1C | -25% | 3% | 7%
CCCCN(CC)C(=O)CSc1c2c(nc3ccc(Cl)cc13)CCCC2 | -4% | 16µM* | 7.3µM*
Cc1ccc(NC(=O)C2CCN(S(=O)(=O)c3ccc4c(c3)NC(=O)CO4)CC2)cc1 | -4% | u | 3%
COc1ccc(C(=O)N/C(=C/c2cccs2)C(=O)N2CCN(C)CC2)cc1 | x | -21% | 3%
Cc1ccc(C2C(=O)c3ccccc3C2=O)cc1 | 2% | -12% | 3%
O=C(CN1C(=O)c2ccccc2S1(=O)=O)NCCSCc1ccccc1Cl | 0% | -11% | -10%
COc1ccc2c(c1)CCN=C2Cc1ccc(OC)c(OC)c1 | -13% | 16µM* | u
CC(C)NC(=O)COc1nncc2ccccc12 | -8% | 7% | 24%
CCc1ccc(C(=O)Nc2nc3ccccc3[nH]2)cc1 | -1% | 12µM* | 18µM*

3 entries picked at random from those above:
SMILES | KAT2A inh | TDP1 cell noCPT | TDP1 cell CPT
O=C(CN1C(=O)c2ccccc2S1(=O)=O)NCCSCc1ccccc1Cl | 0% | -11% | -10%
CCOC(=O)c1ccc(S(=O)(=O)N2CCN(C(=O)c3cccc(S(=O)(=O)N4CC(C)OC(C)C4)c3)CC2)cc1 (stereo not given) | x | 9.2µM* | 16µM*
COc1ccc2c(c1)CCN=C2Cc1ccc(OC)c(OC)c1 | -13% | 16µM* | u

Continuation:
SMILES | KAT2A inh | TDP1 cell noCPT | TDP1 cell CPT
N#Cc1c(-c2ccccc2)c(C#N)c2nc3ccccc3n2c1N | -12% | u | u
CC(C)(C)NC(=O)CSc1nc(Cc2ccccc2)nc2ccccc12 | -5% | u | u
Cc1cc(C)c(NS(=O)(=O)c2ccc3c(c2)n(C)c(=O)n3C)c(C)c1 | -12% | -4% | -28%
CCN(CC)C(=O)Cn1c(=O)n(-c2ccc(Cl)cc2)c(=O)c2c3c(sc21)CCCCC3 | 1% | u | u
O=C(O)CCCCCn1c(SCc2cc(=O)n3cc(Cl)ccc3n2)nc2ccsc2c1=O | 5% | u | u
CC(NC(=O)Nc1ccc(Cl)cc1)c1ccccc1 (stereo not given) | -2% | 26µM* | u
O=C(COC(=O)[C@@H]1CCCN1S(=O)(=O)c1ccc(Cl)cc1)NCC(F)(F)F | -1% | -12% | -2%
CCc1ccc(CN(C)C(=O)C2CCC(=O)N(CCc3ccc(OC)cc3)C2)nc1 (stereo not given) | -1% | -16% | -17%
COc1ccc(-c2nc3c4ccccc4ccn3c2Cc2ccccc2)cc1OC | x | 16µM* | u
COc1ccc(C2CC(=O)c3cc(OC)c(OC)cc32)cc1OC (stereo not given) | -7% | -25% | -1%
O=C(Nc1nc2c(F)cccc2s1)c1ccc([N+](=O)[O-])o1 | 1% | 16µM* | 13µM*
CCc1ccc(N/C(SCc2cccc(F)c2)=C(/C#N)C(=O)NCc2ccco2)cc1 | -18% | u | u
CCOC(=O)C1C(=O)CC(C)(O)C(C(=O)OCC)C1/C=C/c1ccccc1 (stereo not given) | -6% | -13% | -24%
CSc1nnc(N2C(=O)C(O)=C(C(=O)c3ccco3)C2c2cccc(Cl)c2)s1 (stereo not given) | -4% | -4% | -3%
COC(=O)c1ccc(Cn2nnc3sc4c(c3c2=O)CCC(C)C4)cc1 (stereo not given) | 3% | u | u
Cc1cc(C)c2c(-n3cccc3)c(C(=O)NNS(=O)(=O)c3ccccc3)sc2n1 | -13% | -17% | -25%
CC(Sc1nnc(-c2ccco2)n1C)C(=O)Nc1ccc(N2CCOCC2)cc1 (stereo not given) | -14% | -27% | 7%
Cc1cccc(C)c1NC(=O)CN(C)C(=O)c1ccc2c(=O)n3c(nc2c1)CCC3 | 0% | -12% | 4%
Cc1ccc(S(=O)(=O)Nc2cncnc2NS(=O)(=O)c2ccc(C)cc2)cc1 | x | u | u
O=C(NC1CC1)c1ccc(-c2ccc3nccn3c2)cc1 | x | -23% | u
COc1ccc2c(CC(=O)OCC(=O)Nc3ccccc3[N+](=O)[O-])coc2c1 | -9% | -18% | 2%
Cn1nnnc1SCC(=O)N1N=C(c2ccc(Cl)cc2)CC1c1ccco1 (stereo not given) | -5% | 16µM* | 21µM*
Cc1nn(C)c(NC(=O)c2ccc([N+](=O)[O-])cc2)c1Cl | -6% | -9% | -5%
Cc1cc2c(cc1S(N)(=O)=O)S(=O)(=O)CCC2 | 0% | 1% | -19%
COCCCNC(=S)Nc1ccc(N2CCCCC2)cc1 | 0% | u | -30%
CCN(C(=O)CSc1nncs1)c1c(N)n(Cc2ccccc2)c(=O)[nH]c1=O | -9% | -6% | -11%
O=[N+]([O-])c1ccc2nc(-c3ccc(OC(F)F)cc3)cn2c1 | -1% | -6% | 25%
CCN(CCCNC(=O)C1CCC(=O)N1C1CCCC1)c1cccc(C)c1 (stereo not given) | -9% | -11% | -20%
Cc1cc(=O)oc2c(C)c(OCC(=O)NC3CC(C)(C)NC(C)(C)C3)ccc12 | 0% | -2% | 39%[activator]
COc1ccccc1Nc1ncccc1C(=O)O | 3% | -1% | -3%

An excerpt of these results, with two lines to a compound.
Values in the order: KAT2A inh, TDP1 cell noCPT, TDP1 cell CPT
O=[N+]([O-])c1ccc2nc(-c3ccc(OC(F)F)cc3)cn2c1
→ -1%, -6%, 25%
Cn1nnnc1SCC(=O)N1N=C(c2ccc(Cl)cc2)CC1c1ccco1 (stereo not given)
→ -5%, 16µM*, 21µM*
Cc1cc2c(cc1S(N)(=O)=O)S(=O)(=O)CCC2
→ 0%, 1%, -19%
Cc1ccc(S(=O)(=O)Nc2cncnc2NS(=O)(=O)c2ccc(C)cc2)cc1
→ x, u, u
CCN(CCCNC(=O)C1CCC(=O)N1C1CCCC1)c1cccc(C)c1 (stereo not given)
→ -9%, -11%, -20%
CC(Sc1nnc(-c2ccco2)n1C)C(=O)Nc1ccc(N2CCOCC2)cc1 (stereo not given)
→ -14%, -27%, 7%

Continued.
SMILES | KAT2A inh | TDP1 cell noCPT | TDP1 cell CPT
CCc1cccc(N(C(=O)c2csnn2)C(C(=O)NC2CCCC2)c2cccnc2)c1 (stereo not given) | -1% | -6% | 1%
Cc1n[nH]c(=S)n1/N=C/c1ccc(OCc2ccc(Cl)cc2)cc1 | -28% | u | u
COc1ccc(-c2noc(=O)[nH]2)cc1 | -4% | -6% | -7%
O=C(O)CSCc1cnn(-c2ccccc2)c1-n1cccc1 | 0% | 0% | -3%
CCOc1ccc(NC(=O)C(C)n2c(=O)cc(-c3ccccc3)c3c(C)nn(C)c32)cc1 (stereo not given) | -6% | -7% | -5%
Nc1ccc(S(=O)(=O)N2CCCC2)cc1 | -3% | -11% | 0%
O=C(c1ccc2c(c1)[nH]c(=S)n1c3ccccc3nc21)N1CCN(c2ncccn2)CC1 | -1% | u | 21µM*
CCCc1cc(=O)oc2cc(C)cc(OCC(=O)NC3CC3)c12 | -14% | -1% | -10%
O=C1C(Cc2ccccc2)Nc2ncnc(N3CCOCC3)c2N1Cc1ccc(Br)cc1 (stereo not given) | -3% | u | u
Cc1cc(SCC(=O)NCc2ccc(F)cc2)nc(=O)[nH]1 | -8% | -4% | 4%
Cc1ccc2nc(COC(=O)c3cnccn3)cc(=O)n2c1 | 1% | 4% | 3%
COc1ccc(C(=S)N2CCN(c3ccccc3C)CC2)cc1OC | x | u | u
CC(=O)Nc1ccc(SCC(=O)Nc2oc(C)c3c(C)n[nH]c(=O)c23)cc1 | -1% | 2% | 1%
CCN(CC(=O)Nc1c(F)cccc1F)C(=O)CCc1nc2cc(S(=O)(=O)N3CCOCC3)ccc2n1C | -12% | -3% | -24%
CCc1ccc(S(=O)(=O)Nc2cc3c(cc2N2CCOCC2)n(C)c(=O)c(=O)n3C)cc1 | -3%&-8% | u | u
COCCNC(=O)C(=O)NCC(c1ccc2c(c1)OCO2)N1CCOCC1 (stereo not given) | -2% | -13% | 0%
